# Screening results from PubChem BioAssay.
# ABHD4 inh: inhibits mouse alpha/beta hydrolase domain 4; Q8VD66; 0.54% of 370,000 active; AID 720543; inhibition, % at 8.92 µM; purified mABHD4, FP-Rh probe fluorescence polarization;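 active = inhibition exceeding the mean over every tested compound plus 3 SD, cut at about 30% in these data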;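 also: 0% = plate median of compound wells and 100% = S159A mutant with DMSO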
#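 Assay system: Wild-type mouse ABHD4 protein | Medium: HEPES pH 7.0 buffer, 150 mM NaCl, 0.01% Pluronic F-127 | Incubation: Enzyme–compound pre-incubation 45 min, then probe 60 min, both 25 °C | Technique: Fluorescence polarization with parallel and perpendicular emission, 525/598 nm | Evaluation: % inhibition of FP-Rh probe binding versus controls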
# MBD2 DNA inh: inhibitors of human MBD2 binding to methylated oligonucleotide | Q9UBB5 | AID 686964 | TR-FRET | inhibition, % at 4.4 µM | 0.31% of 370,000 active; in the data active = inhibition above about 13%
# PRMT1 inh: inhibitors of human PRMT1 | 1.3% of 370,000 active | recombinant PRMT1, activity-based probe fluorescence polarization | inhibition, % at 2.79 µM | Q99873;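 active = inhibition above about 21% made by adding two undisclosed values, limit read from the data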
# rCAG RNA binder: r(CAG) repeat RNA binding; TO-PRO-1 dye displacement fluorescence; inhibition, % at 3 µM; 1.3% of 370,000 active; AID 651821;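 active = inhibition above the plate cutoff, the mean of all test compounds on that plate plus 3 SD, cut at about 35% in these data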;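 also: 0% = DMSO alone and 100% = 100 µM mitoxantrone as full dye displacement; higher means more dye released from RNA so lower well fluorescence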
# SIAE inh: human SIAE inhibition, primary screen. SIAE FP-Rh probe binding, fluorescence polarization. 0.69% of 370,000 active. AID 1053197. inhibition, % at 9.66 µM;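 active = inhibition above a cutoff: mean of compounds within the control limits plus 3 SD of those, cut at about 17% in these data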;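 also: 0% = plate median of compound wells and 100% = probe without SIAE protein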
# NPR2 activator: GC-B (human) receptor activation; P20594; HEK293-GC-B cells, CNP EC30, cGMP TR-FRET; 0% at EC30 CNP, 100% saturating CNP; activation, % at 10 µM; 0.11% of 370,000 active;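 active = activation at 10 µM reaching about 35% in either raw or pattern-adjusted values, limit read from the data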
# Target sequence (P20594 whole entry, looked up): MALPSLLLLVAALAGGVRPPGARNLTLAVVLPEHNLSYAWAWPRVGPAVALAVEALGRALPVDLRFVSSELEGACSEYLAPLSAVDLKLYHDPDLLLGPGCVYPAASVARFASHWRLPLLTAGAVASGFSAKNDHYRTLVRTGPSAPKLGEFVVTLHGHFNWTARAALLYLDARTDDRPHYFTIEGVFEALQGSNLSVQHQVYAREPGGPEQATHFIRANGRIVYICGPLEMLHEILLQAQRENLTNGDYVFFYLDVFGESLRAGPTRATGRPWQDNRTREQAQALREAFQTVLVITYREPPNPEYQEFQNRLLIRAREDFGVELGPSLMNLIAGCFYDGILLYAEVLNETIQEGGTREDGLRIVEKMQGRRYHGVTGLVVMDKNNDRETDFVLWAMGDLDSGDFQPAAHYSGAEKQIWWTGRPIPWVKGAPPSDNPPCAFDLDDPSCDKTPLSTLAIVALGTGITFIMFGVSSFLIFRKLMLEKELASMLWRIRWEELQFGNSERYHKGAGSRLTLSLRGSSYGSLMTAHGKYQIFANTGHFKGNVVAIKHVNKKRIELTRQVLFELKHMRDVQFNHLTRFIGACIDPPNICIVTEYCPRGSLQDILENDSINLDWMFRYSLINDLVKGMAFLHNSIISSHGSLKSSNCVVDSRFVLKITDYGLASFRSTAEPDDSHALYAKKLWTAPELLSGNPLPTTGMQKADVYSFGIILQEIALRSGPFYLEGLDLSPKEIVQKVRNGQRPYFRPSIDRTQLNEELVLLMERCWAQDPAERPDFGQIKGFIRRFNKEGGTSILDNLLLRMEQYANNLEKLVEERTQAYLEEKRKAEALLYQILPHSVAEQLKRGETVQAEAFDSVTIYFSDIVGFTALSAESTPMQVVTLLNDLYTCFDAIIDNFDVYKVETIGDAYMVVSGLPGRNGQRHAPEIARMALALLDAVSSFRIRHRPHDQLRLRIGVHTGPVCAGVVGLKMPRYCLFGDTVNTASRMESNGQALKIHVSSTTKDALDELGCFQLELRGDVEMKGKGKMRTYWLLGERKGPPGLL
# HTRA1 inh: blocks human HTRA1 serine peptidase; Q92743; recombinant HTRA1, FP-rhodamine activity-based probe, fluorescence polarization; inhibition, % at 5.96 µM; 0.5% of 340,000 active; AID 504803; in the data active = inhibition above about 36%;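 also: 0% = enzyme with DMSO and 100% = wells lacking enzyme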
# LEDGF integ inh: blocks HIV-1 LEDGF/p75-dependent DNA integration. TR-FRET IN-LEDGF/p75 DNA integration, Eu/Cy5. inhibition, % at 3.7 µM. 0.64% of 370,000 active;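 active = inhibition above the screen-wide mean plus 3 SD, cut at about 13% in these data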;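 also: signal is the Cy5 over europium emission ratio at 671 and 618 nm; 0% = plate median of compound wells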
# TDP2 absorb: TDP2 (human) inhibition, absorbance primary screen; recombinant TDP2, T5PNP hydrolysis, p-nitrophenol absorbance 415 nm; inhibition, % at 12.8 µM; 0.34% of 370,000 active; AID 720702;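 active = inhibition above the mean of all tested compounds plus 3 SD, set per campaign, cut at about 25% in these data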;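 also: 0% = DMSO with enzyme and 100% = buffer with substrate but no TDP2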
#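 Test system: human TDP2 enzyme; Input: 120 nM TDP2 per well; Buffer or medium: Mg2+-containing Tris-HCl buffer, pH 7.5; Reagent: 5 mM T5PNP; Dosing: 12.8 µM single point, 1% DMSO; Incubation: reaction 2 h, 37 °C; Detection: p-Nitrophenol epi absorbance; Read-out: % inhibition relative to enzyme-containing and enzyme-free wells; Replicates: single well per compound.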
# TCR-CD3 inh: inhibitors of human TCR-CD3 interaction. TAMRA-labeled TCR probe fluorescence, biochemical. inhibition, % at 9.4 µM. 0.37% of 360,000 active. AID 651800; in the data active = inhibition above about 19%;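 also: recombinant mutant TCR 2C K166C tagged with TAMRA read by polarization; 0% = receptor in buffer alone and 100% = receptor with positive control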
# Starred values were filed as active, the others as inactive; nt = not tested or not shown. This is a subset; the hit share may differ from the screen's.
SMILES,ABHD4 inh,MBD2 DNA inh,PRMT1 inh,rCAG RNA binder,SIAE inh,NPR2 activator,HTRA1 inh,LEDGF integ inh,TDP2 absorb,TCR-CD3 inh
Cc1cccc(NC(=S)N2CCC(C(=O)c3ccc(F)cc3)CC2)c1,0,0,-2,-1,5,-1,-10,3,2,5
Cc1ccc(N2CC(C(=O)NCCS(=O)(=O)N3CCN(c4ccccc4)CC3)CC2=O)cc1C (centres undefined),-2,1,-3,0,-10,-1,1,3,-3,8
CC(=O)c1ccc(OCc2cc(C(=O)N(C)CCN3CCOCC3)no2)cc1,-3,1,0,-2,-2,9,2,-2,7,2
COc1cc([N+](=O)[O-])cc(/C=N/N(CCC#N)C(C)=O)c1O,7,-18,-1,3,9,2,5,-12,-7,10
CC(=O)Nc1cccc(C(=O)Nc2cccc3ncccc23)c1,3,-5,0,2,-3,-5,-1,-1,-7,6
COc1cc2c(cc1OC)C1=C(C#N)CN(C3CCCCC3)CN1CC2,0,-1,0,4,4,3,-8,1,4,-3
CC(C)(/C=N/O)N(O)C=C1C=CC(=O)C=C1,-3,5,6,0,2,4,0,-6,-4,0
CC(C)C[C@@H](CN1CCC[C@H]1CN1C(=O)C(=O)NC[C@@H]1Cc1ccccc1)N1C[C@H](Cc2ccc(O)cc2)N(CC2CCCCC2)C(=O)C1=O,-4,-6,-3,5,-2,9,nt,11,-18,-12
O=C(NNc1ccc(Cl)cc1)c1cccs1,5,2,8,-2,3,-4,-1,-1,1,-8
COC(=O)[C@H](C(C)C)N(CCc1cn(CC2CCCCC2)nn1)S(=O)(=O)c1ccccc1Br,2,0,-1,6,-2,6,nt,-4,2,nt
COCCN1C=C2C(=O)C(C)(OC(=O)C3CCCC3)C(=O)C(c3ccccc3)=C2C=C1CCCC(=O)OC (centres undefined),6,2,3,-2,12,5,4,0,30*,-1
Nc1ccccc1C(=O)NCC1(c2ccccc2)CCCC1,-4,5,0,-4,-4,1,-1,-5,-12,-6
COCCN(C(=O)COC(=O)c1cccs1)c1c(N)n(Cc2ccccc2)c(=O)[nH]c1=O,3,2,0,-2,-2,3,3,2,0,11
C/C(=N\Nc1ncc(Br)cn1)c1cccc([N+](=O)[O-])c1,4,3,2,-6,3,3,0,-5,-4,-11
COc1cc(CC(=O)OCC(=O)N2C(C)CCCC2C)cc(OC)c1OC (centres undefined),-12,10,0,-7,1,5,6,5,-12,-5
CCCOc1ccc(-c2nn(-c3ccccc3)cc2/C=C2\SC(N)=NC2=O)cc1,-3,3,1,6,-15,5,-3,0,13,7
O=C(NCCC1=CCCCC1)C(=O)NCc1ccncc1,3,1,-1,-5,3,1,6,0,-11,1
CC(NC(=O)c1ccc(C(=O)c2ccccc2)cc1)c1ccc(S(N)(=O)=O)cc1 (centres undefined),-1,-2,4,6,-10,-3,-9,1,-1,-8
CC(CC12CC3CC(CC(C3)C1)C2)NCc1ccccc1O (centres undefined),3,-2,8,8,4,-16,2,-5,-8,-11
COc1ccccc1N1CCN(C(=O)c2n[nH]c3ccccc23)CC1,0,4,-2,2,2,4,4,3,-4,-2
S=C(NCCc1ccccc1)NN=C1CCCCCC1,7,-2,1,-1,8,5,-3,1,1,1
O=c1c2[nH]c3ccccc3c2ncn1CCN1CCOCC1,-3,-3,-2,1,-2,1,3,-1,-9,-5
N#Cc1ccccc1COC(=O)CCCC1=NS(=O)(=O)c2ccccc2N1,0,4,3,0,2,1,1,-2,5,1
O=C1c2ccccc2C(=O)N1CC#CCN1CCN(C(c2ccccc2)c2ccccc2)CC1,-10,0,4,6,-7,-13,-16,1,-7,0
CN(CC(=O)Nc1ccc(F)cc1)CC(=O)N1CCCCCC1,-7,4,-2,-1,2,6,1,6,-5,-4
Cc1cc(C)cc(N(CC(=O)NC2CCCC2)C(=O)CCC(=O)Nc2nccs2)c1,1,0,2,0,1,-4,1,-2,16,1
CCCn1c(NC(=O)C2COc3ccccc3O2)nc2ccccc21 (centres undefined),-1,-7,2,-6,2,-5,-6,3,5,0
COc1ccc(CN2C(=O)CCC2(C)c2nnnn2C2CCCCC2)cc1 (centres undefined),0,1,7,2,4,-2,nt,-2,6,-5
CCCCNc1c(-c2ccc(-c3ccc(OC)cc3)c(OC)c2)nc2ccccn12,25,0,1,3,7,-1,-6,-3,-2,2
CC(C)(C)OC(=O)N1CCC(C(=O)N[C@H](C(=O)O)c2ccccc2)(c2ccccc2)CC1,-6,2,-2,9,8,2,-7,5,11,3
Cc1cc(C)n(CCc2nc(-c3cc4ccccc4o3)cs2)n1,-6,-5,2,-2,0,1,-17,0,2,4
COC(=O)c1sccc1NC(=S)N1CCCCC1C (centres undefined),-8,0,5,2,5,-1,8,-3,-9,8
Cc1ccc(N(C)C(=O)CCNC(=O)Cn2cnc3ccccc3c2=O)cc1C,0,4,5,2,1,3,1,1,12,1
C=CCn1c(SCc2ccccc2)nc2c1c(=O)[nH]c(=O)n2C,3,0,16,-2,1,-5,-3,-1,8,-1
CCOC(=O)C1CCCCN1Cc1ccc(-c2ccccc2)cc1 (centres undefined),7,2,-2,-8,2,-2,-1,0,10,7
O=C(COc1ccc(Cl)cc1)OCC(=O)N1CCCCCC1,-1,1,0,0,-10,-3,-1,1,1,-1
CCc1nnc(NC(=O)Cc2ccc(OCc3c(C)noc3C)cc2)s1,-5,-3,1,1,-2,5,1,-1,10,6
Cc1ccccc1C(C(=O)NCc1ccccc1)N(Cc1ccco1)C(=O)c1ccccn1 (centres undefined),-6,0,-1,-7,0,-4,-4,-3,3,-1
CC(C)(C)OC(=O)N[C@H]1C=C[C@@H](CC(=O)OCC(F)(F)F)C1,9,1,-3,0,2,2,nt,2,-8,0
COc1ccc2c(c1OC)C(=O)N1c3cccc(Cl)c3C(=O)OC21 (centres undefined),6,-1,1,-3,-1,-6,3,1,-2,1
Cc1ccc(C2N(c3ccccc3)C(=S)N3CCCN23)cc1 (centres undefined),-12,3,0,-8,1,-12,0,-3,2,2
CN1c2ccccc2C(C)(C)C12C=Nc1c(ccc3ccccc13)O2 (centres undefined),6,-2,1,8,7,2,20,4,33*,-4
CNC(=O)C12CCC(C)(c3nc4cc(C)c(C)cc4nc31)C2(C)C (centres undefined),-12,-1,-3,-3,3,-3,1,-2,1,1
COc1ccc(NC(=O)N2c3ccc(OC)cc3C(C)=CC2(C)C)cc1,20,-7,8,-1,10,-1,8,2,17,14
Cc1ccc(N2CCN(C(=O)CNS(=O)(=O)c3ccc(Br)s3)CC2C)cc1 (centres undefined),-2,-2,-1,-4,9,0,-16,1,1,4
CCOC(=O)C(NC(=O)CC)(Nc1ccc(S(=O)(=O)Nc2cc(C)on2)cc1)C(F)(F)F (centres undefined),2,-2,-2,2,-6,7,12,0,7,2
Cc1cccc(C)c1NC(=O)C1C(c2ccc3c(c2)OCO3)=Nc2ccccc2N1C(=O)c1ccccc1 (centres undefined),-17,-6,-7,9,-11,-2,nt,-2,-7,5
CN(Cc1ccccc1)C(=O)COC(=O)c1ccccc1Nc1ccccc1,-13,-6,-1,1,4,-6,-23,0,11,4
Cc1nc2ccc(NC(=O)c3cc(Cl)ccn3)cc2s1,-3,-3,-2,5,-5,-4,-5,2,4,1
CCNC(=S)NNC(=O)C1CCN(Cc2ccccc2)CC1,4,0,7,-1,2,-2,-1,-2,-3,-6
CCOC(=O)C1(C)CCN1C(=O)c1ccc(C(C)(C)C)cc1 (centres undefined),2,-10,3,-1,4,-3,nt,-1,6,7
N/N=C1\CCCc2c1[nH]c1ccc([N+](=O)[O-])cc21,-2,0,-1,4,7,12,nt,0,-11,-3

# Structures shown so far that contain a halogen, in the order listed:
SMILES,ABHD4 inh,MBD2 DNA inh,PRMT1 inh,rCAG RNA binder,SIAE inh,NPR2 activator,HTRA1 inh,LEDGF integ inh,TDP2 absorb,TCR-CD3 inh
Cc1cccc(NC(=S)N2CCC(C(=O)c3ccc(F)cc3)CC2)c1,0,0,-2,-1,5,-1,-10,3,2,5
O=C(NNc1ccc(Cl)cc1)c1cccs1,5,2,8,-2,3,-4,-1,-1,1,-8
COC(=O)[C@H](C(C)C)N(CCc1cn(CC2CCCCC2)nn1)S(=O)(=O)c1ccccc1Br,2,0,-1,6,-2,6,nt,-4,2,nt
C/C(=N\Nc1ncc(Br)cn1)c1cccc([N+](=O)[O-])c1,4,3,2,-6,3,3,0,-5,-4,-11
CN(CC(=O)Nc1ccc(F)cc1)CC(=O)N1CCCCCC1,-7,4,-2,-1,2,6,1,6,-5,-4
O=C(COc1ccc(Cl)cc1)OCC(=O)N1CCCCCC1,-1,1,0,0,-10,-3,-1,1,1,-1
CC(C)(C)OC(=O)N[C@H]1C=C[C@@H](CC(=O)OCC(F)(F)F)C1,9,1,-3,0,2,2,nt,2,-8,0
COc1ccc2c(c1OC)C(=O)N1c3cccc(Cl)c3C(=O)OC21 (centres undefined),6,-1,1,-3,-1,-6,3,1,-2,1
Cc1ccc(N2CCN(C(=O)CNS(=O)(=O)c3ccc(Br)s3)CC2C)cc1 (centres undefined),-2,-2,-1,-4,9,0,-16,1,1,4
CCOC(=O)C(NC(=O)CC)(Nc1ccc(S(=O)(=O)Nc2cc(C)on2)cc1)C(F)(F)F (centres undefined),2,-2,-2,2,-6,7,12,0,7,2
Cc1nc2ccc(NC(=O)c3cc(Cl)ccn3)cc2s1,-3,-3,-2,5,-5,-4,-5,2,4,1
